FUS suppressor = qHTS for Suppressors of FUS Proteinopathy: Primary screen using FUS-linked yeast assay; S. cerevisiae FUS-expressing, growth rescue, OD600, 24 h; Potency, µM (top dose mostly 76.6 µM), for the others: at the top dose growth rescue (activation), hits mostly activators; hit rate 0.24% among 390,000;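 also: potency is read from the fitted curve at half-maximal effect; plate controls were DMSO vehicle for no effect and reference control for full effect; nearly all actives have a fitted effect of over 55% in size; some results filed as inactive show a strong effect at the top dose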
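S. cerevisiae expressing FUS from galactose induction served as the toxicity model. Growth after 24hr at 30C, read as absorbance at 600 nm, indicates suppression of toxicity; compounds dosed at several concentrations.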
GLP1R inv ag = qHTS of GLP-1 Receptor Inverse Agonists (Inhibition Mode); Potency, µM (highest dose often 38.3 µM), for the others: at the highest dose activity change, negative = inhibition, usual class: inhibitors; Glucagon-like peptide 1 receptor (Homo sapiens), P43220; AID 624417, 2012; HEK293 GLP-1R CRE-luciferase, luminescence, 24 h; GLP-1R form is constitutively active; hit rate 1.6% among 410,000; also: potency is read from the fitted curve at half-maximal effect; % is scaled to controls: 0 for no effect and ±100 for the full control effect; nearly all actives have a fitted effect of over 55% in size
Target sequence (P43220 whole entry, looked up): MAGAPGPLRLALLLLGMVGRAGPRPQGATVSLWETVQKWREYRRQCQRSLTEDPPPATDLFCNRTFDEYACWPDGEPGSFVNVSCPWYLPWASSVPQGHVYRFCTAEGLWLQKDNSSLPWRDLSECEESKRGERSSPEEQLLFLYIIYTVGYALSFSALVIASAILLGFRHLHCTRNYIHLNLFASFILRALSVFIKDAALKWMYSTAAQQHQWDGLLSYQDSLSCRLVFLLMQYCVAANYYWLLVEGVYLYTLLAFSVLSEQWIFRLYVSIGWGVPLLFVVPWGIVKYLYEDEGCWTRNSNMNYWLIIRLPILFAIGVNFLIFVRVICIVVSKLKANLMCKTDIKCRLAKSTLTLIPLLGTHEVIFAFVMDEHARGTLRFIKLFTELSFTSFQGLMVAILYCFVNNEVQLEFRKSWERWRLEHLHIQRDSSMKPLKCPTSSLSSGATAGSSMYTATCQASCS
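Constitutively active GLP-1R drives a cAMP-responsive luciferase in stably transfected HEK293 cells; test compounds are added after overnight (12 h) attachment and left 24 hr, and signal loss in luminescence marks inhibition.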
Akt phos inh = HTS Assay for Inhibitors of Akt Phophorylation: Primary Screen | hit rate 0.32% among 360,000 | Neuro2A IGF-stimulated pAkt S473 HTRF, 20 min; stronger effect = lower value | activity change, % for hits at 50 µM; in the data active = activity change below about -80%; inconclusive = mostly about -51% to -80%; also: % is scaled to controls: 0 for no effect and ±100 for the full control effect
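Single-point screen (50 µM final compound) in Neuro2A cells stimulated 20 min with 6 nM IGF at 37 deg C. After lysis, Ser473-phosphorylated Akt read by HTRF (ex 330 nm, em 615/665 nm) as the 665/615 ratio.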
TDP-43 yeast inh = qHTS of TDP-43 Inhibitors | Potency, µM (highest dose often 46.1 µM), for the others: at the highest dose growth rescue (activation), actives largely listed as activators | hit rate 1.8% among 410,000 | TDP-43 expressing yeast growth rescue, BacTiter-Glo, 24 h; also: potency is read from the fitted curve at half-maximal effect; % of control where 0% means no effect; nearly all actives have a fitted effect of over 50% in size
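Galactose-induced TDP-43 yeast, OD600=0.02, compound pinned; 24 hr, 30 deg C; BacTiter-Glo luminescence for growth. Inhibitors of TDP-43 toxicity read as activators.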
PTHR1 ag = qHTS for PTHR1 Agonists: Primary Screen. Potency, µM (top dose mostly 115 µM), for the others: at the highest dose activation, usual class: activators. AID 743266, 2014. HEK293 GP2 PTHR1 cells, GloSensor cAMP luminescence, 1 h. Parathyroid hormone/parathyroid hormone-related peptide receptor (Homo sapiens), Q03431. hit rate 0.075% among 410,000; also: potency is read from the fitted curve at half-maximal effect; nearly all actives have a fitted effect of over 55% in size; some results filed as inactive show a strong effect at the top dose; inactives centre near -15; many of its hits are not listed in these tables
Target sequence (Q03431 whole entry, looked up): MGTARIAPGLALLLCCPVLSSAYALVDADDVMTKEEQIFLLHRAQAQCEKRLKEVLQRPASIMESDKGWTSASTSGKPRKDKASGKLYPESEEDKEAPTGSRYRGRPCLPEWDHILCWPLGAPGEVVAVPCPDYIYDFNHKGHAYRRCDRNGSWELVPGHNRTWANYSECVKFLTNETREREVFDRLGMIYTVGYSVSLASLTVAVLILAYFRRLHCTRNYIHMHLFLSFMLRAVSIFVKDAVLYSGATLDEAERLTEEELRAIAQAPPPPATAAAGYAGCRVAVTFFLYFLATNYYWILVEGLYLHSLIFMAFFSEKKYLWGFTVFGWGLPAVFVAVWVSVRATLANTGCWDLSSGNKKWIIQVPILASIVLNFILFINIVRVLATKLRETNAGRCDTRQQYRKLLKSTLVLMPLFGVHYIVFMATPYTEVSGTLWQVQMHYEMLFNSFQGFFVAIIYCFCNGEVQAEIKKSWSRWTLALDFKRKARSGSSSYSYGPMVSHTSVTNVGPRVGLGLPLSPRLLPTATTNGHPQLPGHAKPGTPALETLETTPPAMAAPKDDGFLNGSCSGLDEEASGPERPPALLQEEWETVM
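HEK-293-derived GP2 cells expressing PTHR1 and a GloSensor cAMP reporter, 3,000/well, plated overnight, given luciferin plus IBMX (each 0.5 mM as added) for 1 h at 37 °C, then compound for 1 h at 37 °C. Luminescence was read after 15 min at room temperature.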
aSyn yeast inh = qHTS of alpha-syn Inhibitors. Yeast expressing alpha-synuclein, growth rescue, BacTiter-Glo, 24 h. Potency, µM (series often up to 46.1 µM), inactives show top-dose growth rescue (activation), hits mostly activators. hit rate 0.14% among 370,000; also: potency is read from the fitted curve at half-maximal effect; % of control where 0% means no effect; nearly all actives have a fitted effect of over 65% in size
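Galactose-induced alpha-syn yeast (OD600=0.02, raffinose-pregrown) + pinned cpd, 24 hr, 30 deg C; growth by BacTiter-Glo luminescence. Growth restoration scores as activation.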
Abeta rescue = qHTS for compounds that reverse cellular toxicity of Amyloid beta (A-beta) peptide in yeast: Primary Screen; hit rate 0.063% among 410,000; yeast expressing A-beta42, growth rescue, OD600, 48 h; response scale: 0% DMSO, 100% iron-clioquinol control; Potency, µM (titrated, usually from 46.1 µM), for the others: at the highest dose growth rescue, most hits filed as activators; also: potency is read from the fitted curve at half-maximal effect; nearly all actives have a fitted effect of over 55% in size
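Growth rescue measured by 600 nm absorbance after 48 h yeast culture at 30 C with compound. Values normalized between DMSO and an equimolar ferric chloride plus clioquinol control.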
GLP-1R agonist = qHTS of GLP-1 Receptor Agonists; Glucagon-like peptide 1 receptor (Homo sapiens), P43220; hit rate 0.007% among 380,000; Potency, µM (series often up to 45.6 µM), without a hit: at the top dose activation, usual class: activators; HEK293 GLP-1R CRE-luciferase, luminescence, 4-6 h; cells express a hypersensitive GLP-1R form; also: potency is read from the fitted curve at half-maximal effect; % of control where 0% means no effect
D3 antag = qHTS of D3 Dopamine Receptor Antagonist: qHTS. D(3) dopamine receptor (Homo sapiens), P35462. D3R cells, DiscoveRx beta-arrestin luminescence, antagonist mode; stronger effect = lower value. max response, negative = inhibition, %. hit rate 2.5% among 360,000; in the data active = max response below about -50%; inconclusive = no clear call, values can overlap the other calls; also: % is scaled to controls: 0 for no effect and ±100 for the full control effect; mostly tested at two doses, the higher about 12 µM
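Cells expressing the human receptor were seeded at 1500 cells/well, incubated overnight at 37 degrees C in 5% CO2, then exposed to library compounds with dopamine controls for 90 minutes at 37 degrees C before luminescent detection.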
Numbers without * were called inactive; i = inactive; ? = inconclusive; · = no result given; [ ] = remark or other dose. Unless noted, calls follow the shape of the dose curve; as a rule, active = well fitted curve in the direction sought with a large enough effect; inconclusive = small, poorly fitted or top-dose-only effect, or another doubt; inactive = no such curve, though single readings can be large; an effect the other way counts as inactive or inconclusive. These rows are one share of the data; count on the stated rates, not on these rows.

SMILES	FUS suppressor	GLP1R inv ag	Akt phos inh	TDP-43 yeast inh	PTHR1 ag	aSyn yeast inh	Abeta rescue	GLP-1R agonist	D3 antag
CCOC(=O)Cc1csc(NC(=O)c2ccc(F)cc2)n1	-31%	-13%	i	?	-22%	2%	-14%	11%	5
O=C(NCCc1ccccc1)C(=O)NCCC1CCCCN1S(=O)(=O)c1cccs1 (stereo not given)	·	?	i	15%	-12%	5%	15%	15%	1
CC(=O)c1ccc(NS(=O)(=O)c2c(C)cc(C)cc2C)cc1	51%	3%[7.66 µM]	i	-24%[9.22 µM]	-21%	-4%	-13%	6%	-23
COc1ccc(C(=O)CCC(=O)Nc2ccc(Cl)cc2)cc1	-25%	?	i	13%	-19%	?	10%	-4%	6
CCCn1c(SCc2ccc(C(=O)OC)o2)nc2ccccc2c1=O	10%	?	i	8%	i	2%	3%	?	35
CCN(CC(=O)Nc1c(F)cccc1F)C(=O)c1ccccn1	1%	5%	i	-6%	i	-6%	-3%	-5%	-2
NC(=O)c1ccccc1[N+](=O)[O-]	-39%	4%	i	0%	i	-2%	-16%	-3%	29
CN(C)c1ccc(CNc2nc(-c3ccco3)nn2C(=O)c2cccc([N+](=O)[O-])c2)cc1	13%	5%	·	18%	i	·	1%	·	·
CC(C)c1ccc(S(=O)(=O)N2CCC(N3CCN(Cc4ccccc4)C(=O)C3=O)CC2)cc1	-6%	-5%	·	21%	i	·	0%	·	·
COCCNc1nc2c(c(=O)n(C)c(=O)n2C)n1Cc1cccc(C)c1	6%	3%	i	13%	-7%[57.5 µM]	1%	-3%	1%	47
CCOC(=O)Cc1nnc(NCc2ccccc2)c2ccccc12	-8%	-26%	i	-2%	i	?	-2%	10%	-15
CC(=O)N(C)c1ccc(N=Cc2cc3c(cc2[N+](=O)[O-])OCO3)cc1	19%	31%[activator]	i	-19%	-10%	1%	-15%	6%	0

As entered above:
CCN(CC(=O)Nc1c(F)cccc1F)C(=O)c1ccccn1 in Abeta rescue is listed with -3%
CCOC(=O)Cc1nnc(NCc2ccccc2)c2ccccc12 in GLP-1R agonist is listed with 10%

(more compounds)
SMILES	FUS suppressor	GLP1R inv ag	Akt phos inh	TDP-43 yeast inh	PTHR1 ag	aSyn yeast inh	Abeta rescue	GLP-1R agonist	D3 antag
COc1cccc(C2c3[nH]c4ccccc4c3CCN2Cc2cccn2-c2ncccn2)c1 (stereo not given)	2%	?	i	1%	-33%[inhibitor]	4%	-6%	-4%	3
Nc1cc(C(F)(F)F)cc([N+](=O)[O-])c1N	4%	?	i	22%	i	8%	19%	1%	-8
CC(=O)/C=C1/SC(CC(=O)O)C(=O)N1c1ccccc1 (stereo not given)	32%	1%	i	7%	i	-1%	1%	-1%	8
N#C/C(=C\Nc1ccc2c(c1)OCCO2)c1nc2ccccc2[nH]1	·	-11%	i	-4%	-28%	-5%	8%	3%	24
CC(C)OCCCNC(=O)c1cc(S(=O)(=O)N2CCCCC2)c[nH]1	-10%	-19%	i	2%	-45%[inhibitor]	-4%	3%	-2%	0
CCc1nn(CC(=O)N(C)C2CCCCC2)c(=O)c2cc3cc(C)ccc3n12	-2%	-12%	i	15%	-8%	-3%	2%	0%	8
CCCCCOc1ccc(NC2=CC(=O)CCC2)cc1	?	?	i	-2%	-26%	-1%	16%	24%	5
COc1ccc(CCN2CNc3c(c(=O)n(C)c(=O)n3C)C2)cc1OC	-6%	8%	i	3%	i	1%	-8%	-1%	-5
COc1ccc(S(=O)(=O)N(C)C[C@H]2Oc3ccc(NC(=O)Nc4ccc(C(F)(F)F)cc4)cc3C(=O)N([C@H](C)CO)C[C@@H]2C)cc1	?	?	i	25%	i	4%	23%	-5%	24
COC(=O)COc1ccc(C2NC(=O)NC(c3ccccc3)=C2C(C)=O)cc1OC (stereo not given)	0%	6%	i	-2%	i	0%	2%	26%	-1
Cc1cccc(-n2ncc3c(N4CCOCC4)ncnc32)c1	-2%	3.2µM*	i	?	-47%[inhibitor]	1%	-6%	-9%	3
COc1cc(NC(=O)C2CCCCN2)ccc1OCC(C)C (stereo not given)	6%	?	i	-8%	i	3%	-14%	11%	12
CN(C)S(=O)(=O)c1cc(S(=O)(=O)N(C)C)c(Cl)cc1N	-14%	0%	i	-13%	-13%[57.5 µM]	-8%	16%	3%	-15
CCc1ccc(-c2cc3c(=O)n(CC(=O)NCCCN4CCN(C)CC4)ncn3n2)cc1	0%	?	i	-54%[inhibitor]	-20%	2%	-2%	-1%	1
COc1ccc(CN2CCCCC2C(=O)Nc2ccc(OC)c(OCC(C)C)c2)cc1OC (stereo not given)	?	51%[activator]	i	-20%	49%[57.5 µM]	2%	-15%	1%	-20
Cc1cc(O)c(C(c2ccccc2)N2CCC(C)CC2)c(=O)n1Cc1ccco1 (stereo not given)	?	-8%	·	10%	-12%	·	-10%	1%	·
CCCCNC(=O)C(NC(=O)c1cccc2ccccc12)C(=O)c1ccccc1 (stereo not given)	-17%	2%	i	8%	-16%	2%	-13%	-2%	3
NC(=O)CC(NC(=O)c1ccccc1)c1ccc(NCCc2cccc(F)c2)c([N+](=O)[O-])c1 (stereo not given)	11%	18%	i	11%	-84%[inhibitor]	2%	2%	36%	-18
CCCCCc1c(-c2ccc(Br)cc2)ncn1CCc1ccccc1OC	37%	?	i	-93%[inhibitor]	-51%[inhibitor]	-37%[inhibitor]	-22%	-3%	0
CC(=O)NC12CC3CC(C1)CC(C(=O)OCC(=O)NC(=O)c1cccn1C)(C3)C2	16%	4%	i	-9%	-45%[inhibitor]	0%	-9%	0%	-25
O=C(COC(=O)C1CCC1)Nc1ccc(Cl)cn1	-23%	0%	i	-16%	i	-6%	0%	4%	-5
COc1ccc(OC)c(-c2nnc(SCC(=O)N3CCCc4ccccc43)o2)c1	22%	-23%	i	?	-7%	16%	2%	8%	4
OC(c1ccccc1)c1nc(-c2ccc(F)c(Cl)c2)cs1 (stereo not given)	16%	?	i	?	-1%	10%	7%	-3%	0
CCCC(=O)NCCc1cc2ccc(C)c(C)c2[nH]c1=O	-26%	-2%	i	8%	6%	-1%	-17%	4%	-24
CCOc1ccc(/C=C/c2nc3ccccc3n2S(=O)(=O)c2cccc(Cl)c2)cc1	-8%	?	·	-71%[inhibitor]	-30%	·	-27%	·	·
Cc1ncc(S(=O)(=O)C(C)(C)C)c(N)n1	6%	15%	i	-9%	i	-2%	4%	2%	15
O=C(NCCc1ccc(Cl)cc1)C1CC(=O)N(C2CCCCC2)C1 (stereo not given)	1%	-11%	i	-20%	-12%	-4%	-10%	-1%	-30
Cc1ccc(OCC(=O)N2CCN(C(=O)c3cccc(F)c3)CC2)cc1	-11%	2%	i	10%	i	-6%	3%	1%	-10
Cc1cc(NC(=O)CN2CCC(O)(c3cccc(F)c3)CC2)no1	21%	5%	i	4%	i	-2%	10%	0%	?
Cc1ccsc1C(=O)NNC(=O)COc1ccc(Br)cc1	·	10%	i	-15%	i	-5%	-11%	-8%	-17
COc1cc(/C=N/NC(=O)C(=O)NCc2ccco2)cc(Cl)c1O	-1%	14%	i	12%	-3%	0%	4%	-2%	1
CCOC(=O)Cc1csc(NC(=O)COc2ccccc2OC)n1	-7%	-9%	i	-8%	-6%[57.5 µM]	0%	-13%	0%	-19
COc1cccc(CNC(=O)CCc2c(C)nc3c4c(C)cc(C)nc4nn3c2C)c1	-13%	2%	·	-7%	i	·	5%	·	·
CC(C(=O)N(C)Cc1cccc(F)c1)N1CCN(S(=O)(=O)c2ccc3c(c2)OCCCO3)CC1 (stereo not given)	4%	7%	i	0%	-33%[inhibitor]	1%	31%	2%	-17
CCOc1ccc(NC(=O)CSC2=Nc3ccccc3C3=NC(CCC(=O)NCc4ccco4)C(=O)N23)cc1 (stereo not given)	-2%	-7%	·	25%	-18%	·	-6%	·	·
COC(=O)c1ccc(C(=O)OC)c(NC(=S)N2CCCC2)c1	-16%	13%	i	3%	0%	-1%	-13%	-5%	12
Cc1nc(N2CCN(c3ccc(Cl)cc3)CC2)[nH]c(=O)c1C	-13%	6%	i	-5%	-19%	-4%	-12%	-5%	-8
Cc1cc(O)cc(=O)n1Cc1ccco1	-6%	6%	i	16%	i	-14%	-1%	0%	-15
CCN(C[C@H]1N[C@@](Cc2ccccc2)(C(=O)OC)[C@H]2C(=O)N(Cc3ccccc3)C(=O)[C@@H]12)C(=O)c1ccc(C)cc1	7%	13%	i	0%	-9%	0%	2%	-9%	0
CCc1ccccc1N(C)S(=O)(=O)c1ccc2[nH]cc(C(=O)NCCOC)c(=O)c2c1	14%	7%	·	3%	-14%	·	-9%	·	·
CCOc1ccc(NC(=O)CCCn2nc(C)c3c(C)n(-c4ccccc4)nc3c2=O)cc1	-1%	-6%	i	3%	-1%	3%	21%	-4%	-10
CC(=O)Oc1c(C)c(=O)n(C)c2ccccc12	·	-4%	i	5%	-11%	3%	4%	-7%	-9
CCOC(=O)c1c(C)nc2c(C)cccn12	0%	44%[activator]	i	12%	i	1%	7%	1%	32
COC(=O)c1ccc(CSC2=NCCS2)cc1	-24%	24%	i	12%	-13%	-3%	-1%	11%	0

From PubChem
